# NadD inh – inhibitors of S. aureus NadD, primary screen, biochemical, colorimetric, uHTS; purified NadD enzyme, colorimetric absorbance read-out; inhibition, % at 20 µM; hit rate 0.78% among 360,000; Nicotinate-nucleotide adenylyltransferase NadD (Staphylococcus aureus N315); AID 602399, 2012; in the data active means inhibition above about 26%; further: some compounds past the cut are filed as inactive
# Scp-1 inhibitor – Scp-1 phosphatase inhibitors, primary screen, biochemical, colorimetric, uHTS; hit rate 0.88% among 340,000; inhibition, % at 20 µM; Recombinant Scp1, phosphopeptide, malachite green phosphate absorbance; Carboxy-terminal domain RNA polymerase II polypeptide A small phosphatase 1 (Homo …;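 active means inhibition above about 50% at 20 µM, limit read from the data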;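 further: plate controls were DMSO wells with enzyme for no effect and wells lacking enzyme for full effect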
# Target sequence (Q9GZU7 76-261 limits assumed): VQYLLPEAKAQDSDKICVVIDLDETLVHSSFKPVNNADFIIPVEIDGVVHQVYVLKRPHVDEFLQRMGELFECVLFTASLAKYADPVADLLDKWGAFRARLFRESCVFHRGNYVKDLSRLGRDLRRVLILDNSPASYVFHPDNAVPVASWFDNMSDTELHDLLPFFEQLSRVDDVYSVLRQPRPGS
#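 assay system = SCP-1 phosphatase catalytic domain, residues 76-261 | buffer or medium = 50 mM Tris acetate pH 5.5, 0.005% Tween-20, 10 mM MgCl2 | incubation = enzyme reaction 45 min at room temperature, colour 5 min, stabilisation 30 min | signal = Phosphate-binding colour reagent, absorbance read at 630 nm | measure = % inhibition at 20 µM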
# STEP block – STEP phosphatase inhibitors, primary screen, biochemical, fluorescence intensity, uHTS; hit rate 0.25% among 360,000; recombinant STEP, OMFP fluorogenic substrate; inhibition, % at 20 µM; Tyrosine-protein phosphatase non-receptor type 5 (Homo sapiens), P54829;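 active means inhibition at 20 µM, scaled per plate between control wells, above about 37%, limit read from the data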;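 further: 0% = DMSO with enzyme and substrate and 100% = substrate only without enzyme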
#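 Material: STEP (striatal-enriched tyrosine phosphatase) enzyme, cell-free; Compound dosing: 20 µM single dose in 1% DMSO; Technique: fluorescence read at 480 nm ex / 540 nm em; Times: reaction 20 min, ambient temperature; Medium: 50 mM Bis-Tris pH 6.0 with 2.5 mM DTT and 0.005% Tween 20; Also added: OMFP at 25 µM.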
# MT1-MMP act inh – blockers of MT1-MMP proenzyme processing, primary screen, HT1080 RFP-PRO-GFP cells, GFP/RFP fluorescence | AID 651647, 2012 | GFP/RFP ratio fluorescence, overnight; percent of plate control window, DMSO zero | hit rate 0.061% among 360,000 | GFP/RFP ratio change, % at 20 µM;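 active means GFP/RFP ratio change of at least 30% with cell ATP level not reduced by more than half and red fluorescence within 50% of control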; further: strong numbers were not always called active
#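 Material: RFP-PRO-GFP reporter HT1080 cells. Dosing: single-point 20 µM compound, 1% DMSO. Controls: DMSO and RFP-L50D-GFP cell wells. Timing: cells overnight before dosing, compound overnight, 37 °C, 5% CO2. Measure: GFP/RFP fluorescence ratio.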
# Rpn11 inh – Rpn11 (PSMD14) deubiquitinase inhibitors, primary screen, biochemical, fluorescence polarization, uHTS; 26S proteasome non-ATPase regulatory subunit 14 (Homo sapiens), O00487; human 26S proteasome, Ub4-pepOG fluorescence polarization; 20S core pre-blocked with epoxomicin; calls only at 20 µM; hit rate 0.59% among 360,000;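 active means inhibition at 20 µM, scaled to each plate's controls, above about 33%, limit read from the data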
# Target sequence (O00487 whole entry, looked up): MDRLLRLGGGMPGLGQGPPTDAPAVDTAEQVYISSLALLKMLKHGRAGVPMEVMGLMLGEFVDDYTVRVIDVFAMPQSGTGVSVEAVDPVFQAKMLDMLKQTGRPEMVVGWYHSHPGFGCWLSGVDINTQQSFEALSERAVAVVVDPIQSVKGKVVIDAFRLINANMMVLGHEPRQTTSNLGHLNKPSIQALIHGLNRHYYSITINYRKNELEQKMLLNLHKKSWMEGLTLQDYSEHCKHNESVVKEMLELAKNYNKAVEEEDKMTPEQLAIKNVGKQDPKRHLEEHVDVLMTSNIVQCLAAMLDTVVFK
# SKN-1 inh – suppressors of acrylamide-induced Pgst-4::GFP reporter in worms, primary screen, SKN-1 inhibitor project, whole organism, uHTS, GFP/RFP fluorescence ratio, strain VP596. C. elegans VP596 Pgst-4::GFP/RFP ratio, 24 h. hit rate 0.49% among 360,000. inhibition, % at 21.8 µM;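 active means interference check ratio from 0.5 to 1.5 plus GFP to RFP signal ratio inhibition reaching or exceeding a fixed threshold, cut at about 30% in these data, passing the limit was not always enough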; further: some compounds called inactive have numbers as strong as hits
# DNMT1 block – human DNMT1 methyltransferase inhibitors, primary screen, biochemical, molecular beacon, fluorescence, HinP1I cleavage, uHTS. inhibition (reported as % activation of signal), % at 10 µM. hit rate 0.83% among 360,000; in the data active means inhibition above about 50%
# NRP1-CendR mod – modulators of CendR peptide binding to NRP-1, primary screen, biochemical, fluorescence polarization, uHTS; inhibition, % at 25 µM; FAM-RPARPAR peptide binding to NRP-1; hit rate 0.85% among 360,000; Neuropilin-1 (Homo sapiens), O14786;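 active means inhibition or corrected inhibition above about 18%, plus a signal ratio from 0.5 to 1.5, limit read from the data, passing the limit was not always enough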; further: strong numbers were not always called active
# SUMO1 PPI mod – modulators of SUMO1 protein-protein interactions, primary screen, biochemical, uHTS. SUMO1 binding to a labelled peptide, TR-FRET, 1 h. Small ubiquitin-related modifier 1 (Homo sapiens), P63165. inhibition, % at 20 µM. hit rate 0.33% among 360,000; in the data active means inhibition above about 37%
# Target sequence (P63165 whole entry, looked up): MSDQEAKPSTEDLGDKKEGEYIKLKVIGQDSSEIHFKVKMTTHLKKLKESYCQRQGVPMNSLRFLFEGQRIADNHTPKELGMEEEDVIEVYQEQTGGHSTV
# LMPTP block – LMPTP phosphatase inhibitors, primary screen, biochemical, fluorescence intensity, uHTS; Low molecular weight phosphotyrosine protein phosphatase (Homo sapiens), P24666; recombinant LMPTP-A, OMFP fluorogenic substrate; inhibition, % at 20 µM; hit rate 0.22% among 360,000;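 active means compounds that cut the enzyme signal by at least half of the control window in the single-dose screen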;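 further: plate controls were DMSO wells with enzyme plus substrate for no effect and substrate without enzyme for full effect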
# Target sequence (P24666 whole entry, looked up): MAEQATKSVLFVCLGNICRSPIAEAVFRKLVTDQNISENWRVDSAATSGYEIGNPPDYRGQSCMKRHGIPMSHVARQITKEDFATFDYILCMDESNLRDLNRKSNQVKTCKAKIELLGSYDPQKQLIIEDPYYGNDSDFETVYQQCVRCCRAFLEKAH
#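 material = LMPTP-A | quantity = 0.625 nM enzyme | reagent = OMFP substrate, 400 µM final | buffer or medium = Bis-Tris pH 6.0, DTT, detergent | detection = endpoint fluorescence intensity from OMFP dephosphorylation | dosing = single 20 µM dose | read-out basis = % inhibition relative to no-enzyme and uninhibited control wells | control set = no-enzyme and uninhibited controls | timing = 50 min at room temperature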
# Numbers without * were called inactive; i = inactive; nt = not tested or not shown; + = active, no number.
item	LMPTP block	DNMT1 block	Rpn11 inh	SKN-1 inh	SUMO1 PPI mod	NadD inh	MT1-MMP act inh	NRP1-CendR mod	Scp-1 inhibitor	STEP block	compound
1	-0.7	1.3	i	1.5	0.0	8.0	-5.3	-4.0	-17.8	-1.1	CCOC(=O)N1CCC(n2c(SCC(=O)N3CCC(C)CC3)nc3ccccc3c2=O)CC1
2	0.8	-1.7	i	2.0	-0.9	-0.3	-1.0	0.2	-5.0	2.4	Cc1ccc(C(=O)C(O)C(c2ccc(C)cc2)N2CCCCC2)cc1 (configuration not stated)
3	-0.2	-0.4	i	-3.7	2.5	0.5	1.6	7.8	-9.7	-0.7	CCc1nnc(NC(=O)CSc2nnc(C(C)NC(=O)c3ccccc3F)n2C)s1 (configuration not stated)
4	-0.1	0.0	i	-10.8	-27.1	3.7	-2.4	2.4	9.7	0.9	CC1CCN(C(=O)C2CCN(S(=O)(=O)c3cccc4nonc34)CC2)CC1
5	-1.2	-5.8	i	-10.6	1.3	6.6	-0.9	-1.6	0.4	2.5	CCC(=O)Nc1c(OC(=O)CC)ccc2c(C)cc(=O)oc12
6	-0.7	4.2	i	20.8	6.6	0.4	3.1	-2.1	-6.9	0.1	O=C(Nc1ccc(S(=O)(=O)N2CCCC2)cc1)c1ccc(Cl)nc1
7	3.2	-25.7	i	9.0	2.0	-3.1	-6.9	-7.1	-0.4	-0.4	CC(=O)c1ccc(NC(=O)C2CC2c2ccccc2)cc1 (configuration not stated)
8	0.2	-0.2	i	11.7	-2.9	-10.9	10.3	1.7	-6.5	-0.7	C=CC[C@H](CC(=O)N(CCO)Cc1ccccc1)C(=O)NCCOC(=O)[C@@H](CC=C)Cc1ccc(F)cc1
9	0.6	-0.2	i	4.1	-3.4	-6.0	1.7	-8.0	-8.4	-0.6	CCOC(=O)C1=C(C)NC(=O)C(C#N)C1c1ccco1 (configuration not stated)
10	-0.7	-2.2	i	-10.4	2.2	-4.9	2.7	-6.8	-6.5	0.9	O=C(CCNC(=O)c1ccccc1Cl)NCCCSc1ccccc1
11	-2.2	-5.8	i	-20.9	-12.2	-3.7	0.6	4.1	0.7	-1.7	CCOc1ccc(NC(=O)C2CC(=O)N3CCCN=C3S2)cc1 (configuration not stated)
12	-1.9	5.9	i	-0.6	0.8	-6.6	2.5	5.1	-2.0	-2.0	CCOC(=O)NC1(C(F)(F)F)NC(=O)N(c2ccc(F)cc2)C1=O (configuration not stated)
13	1.9	-3.0	i	2.5	6.8	-0.7	8.6	-6.1	1.6	0.9	COc1ccc(C2/C=C\CN(Cc3ccc(N(C)C)cc3)CC(=O)N2Cc2ccc(F)cc2)cc1 (configuration not stated)
14	-0.7	0.5	i	21.0	4.1	-3.8	2.2	-4.8	-6.5	-2.3	O=C(Cc1ccccc1)NCC(=O)N1CCN(Cc2cccc(Cl)c2)CC1
15	-1.1	-1.7	i	4.3	2.0	5.7	-1.1	-6.9	-1.3	1.4	O=S(=O)(c1ccc(N2CCCC2c2nc3ccccc3s2)nc1)N1CCOCC1 (configuration not stated)
16	-1.7	2.1	i	9.2	-16.3	5.3	1.0	3.1	-1.2	1.4	CCOC(=O)/C=C/C(=O)Nc1cccc([N+](=O)[O-])c1
17	0.2	3.0	i	7.9	2.4	4.1	-2.6	2.6	1.4	0.1	Cc1ccccc1OCC(=O)N1CCCCCCC1
18	3.9	0.8	i	0.9	-25.0	-9.5	-2.3	18.4	0.1	-0.3	Cc1ccc(-c2nc(=O)[nH]c3ccccc23)cc1
19	-2.5	0.4	i	-8.4	-5.1	-12.6	2.7	7.5	-6.0	-0.8	CC(C)(C)c1ccc(/C=N/NC(=O)C[n+]2ccccc2)cc1
20	7.8	85.5*	+	7.4	38.9*	81.3*	1.3	-153.4	-18.1	0.8	O=C(N/N=C/c1ccc(-c2ccc(S(=O)(=O)Nc3ncccn3)cc2)o1)c1cc2ccccc2cc1O

# Shown bar-delimited: entries from further up.
no. | compound | LMPTP block | DNMT1 block | Rpn11 inh | SKN-1 inh | SUMO1 PPI mod | NadD inh | MT1-MMP act inh | NRP1-CendR mod | Scp-1 inhibitor | STEP block
13 | COc1ccc(C2/C=C\CN(Cc3ccc(N(C)C)cc3)CC(=O)N2Cc2ccc(F)cc2)cc1 (configuration not stated) | 1.9 | -3.0 | i | 2.5 | 6.8 | -0.7 | 8.6 | -6.1 | 1.6 | 0.9
14 | O=C(Cc1ccccc1)NCC(=O)N1CCN(Cc2cccc(Cl)c2)CC1 | -0.7 | 0.5 | i | 21.0 | 4.1 | -3.8 | 2.2 | -4.8 | -6.5 | -2.3

# In the list so far, these contain four or more nitrogen atoms.
item	LMPTP block	DNMT1 block	Rpn11 inh	SKN-1 inh	SUMO1 PPI mod	NadD inh	MT1-MMP act inh	NRP1-CendR mod	Scp-1 inhibitor	STEP block	compound
1	-0.7	1.3	i	1.5	0.0	8.0	-5.3	-4.0	-17.8	-1.1	CCOC(=O)N1CCC(n2c(SCC(=O)N3CCC(C)CC3)nc3ccccc3c2=O)CC1
3	-0.2	-0.4	i	-3.7	2.5	0.5	1.6	7.8	-9.7	-0.7	CCc1nnc(NC(=O)CSc2nnc(C(C)NC(=O)c3ccccc3F)n2C)s1 (configuration not stated)
4	-0.1	0.0	i	-10.8	-27.1	3.7	-2.4	2.4	9.7	0.9	CC1CCN(C(=O)C2CCN(S(=O)(=O)c3cccc4nonc34)CC2)CC1
15	-1.1	-1.7	i	4.3	2.0	5.7	-1.1	-6.9	-1.3	1.4	O=S(=O)(c1ccc(N2CCCC2c2nc3ccccc3s2)nc1)N1CCOCC1 (configuration not stated)
20	7.8	85.5*	+	7.4	38.9*	81.3*	1.3	-153.4	-18.1	0.8	O=C(N/N=C/c1ccc(-c2ccc(S(=O)(=O)Nc3ncccn3)cc2)o1)c1cc2ccccc2cc1O

# (further entries)
item	LMPTP block	DNMT1 block	Rpn11 inh	SKN-1 inh	SUMO1 PPI mod	NadD inh	MT1-MMP act inh	NRP1-CendR mod	Scp-1 inhibitor	STEP block	compound
21	-0.1	-6.4	i	6.8	1.7	-2.4	-2.8	23.3*	-5.0	-1.4	O=C(CC1C(=O)NCCN1Cc1cccc(Oc2ccccc2)c1)NCCCn1cccn1 (configuration not stated)
22	0.6	-11.1	i	14.5	10.3	-4.0	4.4	-35.9	nt	0.3	O=C(O)Cc1ccc(N2N=C(c3ccccc3)CC2=O)cc1
23	1.8	1.5	i	-8.6	2.6	-11.5	-5.9	9.2	-10.5	-0.3	COc1ccc(C)cc1S(=O)(=O)N(CC(=O)NCc1ccco1)c1ccc(C)cc1
24	-0.3	-1.4	i	2.5	-1.7	7.0	0.4	7.8	-7.7	13.3	CCN(CC)C(=O)COc1ccc(/C=C(\C#N)S(=O)(=O)c2ccccc2)cc1OC
25	-0.9	-3.7	i	-2.3	2.9	-2.7	-0.9	1.8	0.9	1.0	COc1ccc2[nH]c(C(=O)Nc3ncc(C)cc3Br)cc2c1
26	-2.2	-2.7	i	8.3	-0.9	-2.4	1.3	14.7	-6.3	-6.1	CN(C(=O)Nc1ccc(Cl)c(Cl)c1)c1ccccc1C(=O)O
27	-1.9	5.1	i	3.5	0.7	-4.9	-2.1	-3.1	-19.6	-1.7	COc1ccc(CNCCCn2cnc3c(OCc4ccccc4)ncnc32)cc1
28	-2.0	0.0	i	3.4	4.9	-0.2	-1.0	7.1	-5.5	-8.3	CC1(C)CC(=O)C(CC2=C(O)CC(C)(C)CC2=O)C(=O)C1
29	1.0	0.1	i	-0.6	-19.2	-3.8	-7.2	-3.8	-6.4	5.2	CCOCCCN(C(=O)c1snc(C(N)=O)c1N)C(C(=O)NC1CCCC1)c1ccc(O)cc1 (configuration not stated)
30	-0.7	0.4	i	11.9	1.2	5.1	2.1	0.6	-7.7	2.3	O=C(O)CNC(=O)c1ccc2c(c1)OCCO2

# Taken from above.
# entry 26 in MT1-MMP act inh is listed with 1.3
# entry 23 in NadD inh is listed with -11.5

# Additional entries follow.
item	LMPTP block	DNMT1 block	Rpn11 inh	SKN-1 inh	SUMO1 PPI mod	NadD inh	MT1-MMP act inh	NRP1-CendR mod	Scp-1 inhibitor	STEP block	compound
31	-2.5	-1.7	i	20.0	0.4	-0.2	-1.8	10.3	3.2	4.6	CCN1CCN(CC(=O)c2c(C)n(C)c3ccc(OC)cc23)CC1
32	-0.6	-0.8	i	-1.2	-2.8	-1.6	3.5	-5.5	-5.6	0.4	O=C(NCC1CCCO1)c1ccc2ccccc2n1 (configuration not stated)
33	0.2	0.4	i	1.8	-2.9	-11.8	0.6	5.1	-12.9	-2.8	O=C(CN(Cc1ccco1)C(=O)Cn1nnc(-c2cccs2)n1)NCC1CCCO1 (configuration not stated)
34	-1.2	7.5	i	14.2	-1.0	-0.9	-1.8	1.0	-8.1	-0.6	CCOc1ccc(NC(=O)C2CCCN(c3nc(C)cc(C)n3)C2)cc1 (configuration not stated)
35	-1.4	-0.2	i	-8.6	6.7	-5.4	0.3	-3.9	-9.3	-1.0	O=C(CNS(=O)(=O)c1ccc(Cl)cc1)NNC(=O)c1cccnc1
36	0.8	-1.1	i	-22.9	4.6	-1.8	-4.2	3.4	1.3	-0.9	COc1ccc(S(=O)(=O)NCc2ccncc2)cc1NC(=O)c1ccc(Cl)cc1
37	1.1	7.9	i	-13.3	1.9	-0.7	2.1	-9.5	37.2	2.8	Cc1ccccc1OCC(=O)NNC(=O)c1ccc(-c2ccccc2)cc1
38	0.3	-7.2	i	-4.7	0.5	4.0	2.4	4.8	-9.1	-3.0	Cc1ccccc1-n1c(=O)cc(N2CCc3ccccc32)[nH]c1=O
39	0.4	0.2	i	3.6	-5.5	-0.7	12.6	0.7	-10.6	-0.3	Cc1ccc(/C=N/NC(=O)c2cc(-c3cccnc3)nc3ccccc23)cc1

# Source: PubChem (Sanford-Burnham Center for Chemical Genomics)
